UHRF1 MBD2 ctr = human UHRF1 methylated DNA binding inhibitors; UHRF1 binding to methylated oligo, TR-FRET; AID 687016; hit rate 0.75% among 370,000; inhibition, % at 4.4 µM; in the data active = inhibition above about 21%;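 also: UHRF1 SRA domain binding a hemimethylated CpG hairpin DNA probe; 0% = median of test compound wells and 100% = reference inhibitor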
DDE Tn7 FP inh = disrupts Tn7 cyclic peptide binding to fibrin D-Dimer-E complex | P02675 | FP displacement of FITC-Tn7 peptide from fibrin DD(E); 0% = median of compound wells per plate | inhibition, % at 8.3 µM | hit rate 0.13% among 370,000;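 active = inhibition above the mean of compounds falling within the control limits plus 3 SD of them, cut at about 14% in these data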;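 also: 0% = plate median of compound wells and 100% = 10 µM Aha-Tn7 peptide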
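Assay system: Fibrin-DD(E) protein isolated from polymerized human fibrin clots; read-out basis: percent inhibition; medium: Tris/NaCl/CaCl2 buffer, pH 7.8; signal: FP measurement; incubation: 10 min plus 3 h, room temperature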
SIAE primary = inhibitors of human sialic acid acetylesterase SIAE | inhibition, % at 9.66 µM | SIAE FP-Rh probe binding, fluorescence polarization | Q9HAT2 | hit rate 0.69% among 370,000;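 active = inhibition above a cutoff: mean of compounds within the control limits plus 3 SD of those, cut at about 17% in these data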;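 also: 0% = plate median of compound wells and 100% = probe without SIAE protein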
TDP2 inh = TDP2 (human) inhibition, absorbance primary screen; O95551; recombinant TDP2, T5PNP hydrolysis, p-nitrophenol absorbance 415 nm; inhibition, % at 12.8 µM; hit rate 0.34% among 370,000;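 active = inhibition above the mean of all tested compounds plus 3 SD, set per campaign, cut at about 25% in these data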;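 also: 0% = DMSO with enzyme and 100% = buffer with substrate but no TDP2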
Target sequence (O95551 whole entry, looked up): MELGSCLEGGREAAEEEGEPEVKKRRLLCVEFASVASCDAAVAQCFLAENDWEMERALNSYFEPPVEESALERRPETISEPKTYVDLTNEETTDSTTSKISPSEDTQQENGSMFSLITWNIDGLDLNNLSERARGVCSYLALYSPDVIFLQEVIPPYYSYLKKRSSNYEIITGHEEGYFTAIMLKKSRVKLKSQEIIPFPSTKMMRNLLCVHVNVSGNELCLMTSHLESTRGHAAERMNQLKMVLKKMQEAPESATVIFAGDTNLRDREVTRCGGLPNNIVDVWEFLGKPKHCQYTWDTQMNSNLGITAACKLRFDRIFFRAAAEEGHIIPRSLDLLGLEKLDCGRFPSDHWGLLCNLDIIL
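System: recombinant human TDP2 / Amount: 120 nM TDP2 per well / Also added: 5 mM T5PNP chromogenic substrate / Doses: 12.8 µM single point, 1% DMSO / Incubation: 2 h at 37 °C / Detection: p-Nitrophenol epi absorbance / Evaluation: % inhibition relative to enzyme-containing and enzyme-free wells / Repeats: singlicate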
LEDGF integ inh = blocks HIV-1 LEDGF/p75-dependent DNA integration; TR-FRET IN-LEDGF/p75 DNA integration, Eu/Cy5; inhibition, % at 3.7 µM; hit rate 0.64% among 370,000; AID 743269;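 active = inhibition above the screen-wide mean plus 3 SD, cut at about 13% in these data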;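 also: signal is the Cy5 over europium emission ratio at 671 and 618 nm; 0% = plate median of compound wells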
PG9 binder = small molecules binding HIV-1 gp120 antibody PG9 | TR-FRET gp120-PG9 antibody binding | inhibition, % at 6.7 µM | hit rate 0.43% among 360,000; in the data active = inhibition above about 8.5%
PRMT1 inh = blocks human protein arginine methyltransferase 1; inhibition, % at 2.79 µM; Q99873; hit rate 1.3% among 370,000; recombinant PRMT1, activity-based probe fluorescence polarization;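 active = inhibition above about 21% made by adding two undisclosed values, limit read from the data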
Target sequence (Q99873 whole entry, looked up): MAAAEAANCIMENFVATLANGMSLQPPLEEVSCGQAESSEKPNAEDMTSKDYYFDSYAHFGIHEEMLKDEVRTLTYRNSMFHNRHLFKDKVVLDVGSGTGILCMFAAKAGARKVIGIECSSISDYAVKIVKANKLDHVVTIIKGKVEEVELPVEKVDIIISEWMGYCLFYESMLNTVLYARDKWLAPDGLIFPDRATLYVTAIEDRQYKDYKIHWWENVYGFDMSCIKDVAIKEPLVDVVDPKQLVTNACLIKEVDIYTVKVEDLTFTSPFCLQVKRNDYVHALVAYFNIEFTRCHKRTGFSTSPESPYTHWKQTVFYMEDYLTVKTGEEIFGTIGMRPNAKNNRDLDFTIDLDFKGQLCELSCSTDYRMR
HTRA1 inh = HTRA1 (human) protease inhibition; Q92743; inhibition, % at 5.96 µM; recombinant HTRA1, FP-rhodamine activity-based probe, fluorescence polarization; hit rate 0.5% among 340,000; AID 504803; in the data active = inhibition above about 36%;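 also: 0% = enzyme with DMSO and 100% = wells lacking enzyme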
ABHD4 inh = ABHD4 (mouse) inhibition, primary FP screen. Q8VD66. hit rate 0.54% among 370,000. purified mABHD4, FP-Rh probe fluorescence polarization. inhibition, % at 8.92 µM;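 active = inhibition exceeding the mean over every tested compound plus 3 SD, cut at about 30% in these data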;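 also: 0% = plate median of compound wells and 100% = S159A mutant with DMSO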
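Doses – 8.92 µM, single dose · Material – wild-type mouse ABHD4 protein · Replication – single well per compound (singlicate) · Measure – percent inhibition of probe binding, normalized to plate controls · Schedule – 45 min compound pre-incubation plus 60 min probe step, 25 °C · Detection – fluorescence polarization with parallel and perpendicular emission, 525/598 nm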
TCR CD3 inh = human TCR-CD3 binding inhibition; TAMRA-labeled TCR probe fluorescence, biochemical; hit rate 0.37% among 360,000; inhibition, % at 9.4 µM; in the data active = inhibition above about 19%;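 also: recombinant mutant TCR 2C K166C tagged with TAMRA read by polarization; 0% = receptor in buffer alone and 100% = receptor with positive control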
* marks the source's active call; other numbers are inactive results; x = not tested or not shown. Rows are unselected; overall some 4.2% were active at least once.

SMILES	UHRF1 MBD2 ctr	DDE Tn7 FP inh	SIAE primary	TDP2 inh	LEDGF integ inh	PG9 binder	PRMT1 inh	HTRA1 inh	ABHD4 inh	TCR CD3 inh
O=C(CNC(=O)c1ccc(Cl)cc1Cl)OCc1ccccc1	1	-7	3	-2	-2	-0.4	4	4	0	-7
CCN(Cc1ccccc1)C(=O)c1ccccc1C	5	5	-4	-7	-1	1.6	5	1	-19	-10
CCCCN(CC)C(=O)Cn1cnc2ccc(S(=O)(=O)N3CCC(C)CC3)cc2c1=O	3	4	1	1	1	0.5	1	-8	-3	0
COCCNC(=O)/C(C#N)=C/c1ccc(SC)cc1	1	2	-1	-2	2	-0.2	1	x	4	-5
Cc1nnc(Sc2nc3c(c(=O)n(C)c(=O)n3C)n2Cc2ccccc2Cl)s1	-2	8	-1	1	-4	0.2	-2	3	-2	2
CSc1nc(Oc2cccc(C(F)(F)F)c2)cc(C(F)(F)F)n1	-1	6	5	7	0	-0.3	-3	0	-3	-1
N#Cc1ccc(N2CCOCC2)nc1	0	-1	3	9	1	-2.1	-3	2	1	-8
CCCCNC(=O)C1(C)CCCCN1C(=O)c1ccc2sccc2c1 (centres undefined)	1	-6	-4	1	1	0.0	-1	x	3	2
Cc1ccc(NCc2cccc(B(O)O)c2)cc1	-1	-5	9	-10	9	-0.9	1	4	59*	-2
CCN(CC(=O)NCc1ccc(F)cc1)C(=O)CN1CCN(c2cc(Cl)ccc2C)CC1	1	-2	-2	13	0	-1.1	-1	-8	12	-1
CC(C)(C)C1CCC(=NNC(=O)c2cc(-c3ccccc3)n[nH]2)CC1 (centres undefined)	-1	-8	-9	-5	0	0.1	0	-48	4	3
COc1ccc(-n2c(C)c(C)c3c(NCCCN(C)C)ncnc32)cc1	2	-5	6	-2	-1	0.0	0	0	2	-3
O=C(Nc1ccccc1N1CCOCC1)c1cccc([N+](=O)[O-])c1	-3	-4	-4	1	2	-3.9	2	5	0	3
Cc1cc(C)cc(C(=O)NC(CC(N)=O)c2ccc(N3CCC(N4CCCCC4)CC3)c([N+](=O)[O-])c2)c1 (centres undefined)	-3	11	-2	6	0	1.0	1	3	9	6
CCCC(=O)N1CC2(C)CN(C(=O)CCC)CC(CCC)(C1)C2=O	5	5	-5	-5	0	0.0	-1	7	-13	-5
CC(C)c1c(O)nc(SCCOc2ccc(Cl)cc2)[nH]c1=O	0	-2	-2	-4	7	-0.3	0	-1	-3	6
CCC(C)CCCCCCCCCCC(=O)O (centres undefined)	-1	-2	3	4	0	-1.7	-2	-10	-2	6
COc1cccc(NC(=O)N2CCCC2C(=O)NCc2ccco2)c1 (centres undefined)	-2	2	10	9	0	-0.6	-1	-2	2	-5
Cc1ccc(-c2nnc(SCC(=O)N/N=C/c3cccs3)n2-c2ccc(C)cc2)cc1	0	-11	2	11	0	-3.2	0	-6	0	-5
CCCCSc1c(C)c2cc3c(cc2[nH]c1=O)OCO3	-4	9	2	-1	-1	3.1	1	-8	5	8
Cc1nnc(NC(=O)CSc2nnc(C)n2Cc2ccccc2)s1	4	-1	1	-3	-4	1.6	0	5	-5	0
O=C(O)Cn1ncc2ccccc2c1=O	1	5	2	4	2	-0.1	1	9	2	11
COc1oc(-c2ccccc2)nc1C(F)(F)F	-3	-5	5	-1	1	0.8	-3	10	1	1
O=C(c1nc[nH]c1C(=O)N1CCN(c2ccccc2)CC1)N1CCN(c2ccccc2)CC1	2	6	1	1	-3	-0.6	-3	4	4	0
CCOc1ccccc1CN1CCCC(C(=O)c2ccc(OC)c(OC)c2)C1 (centres undefined)	2	-4	8	6	2	1.1	1	8	4	0
O=C(CSc1nc2ccncc2[nH]1)Nc1ccccc1C(F)(F)F	-3	6	-3	1	2	2.2	0	0	5	3
COc1ccc(C(=O)N[C@H]2CC[C@@]34CCCN3C(=O)CCC[C@H]4[C@H]2C)cc1	2	-4	-2	-5	-2	x	-5	x	0	x
CC(OC(=O)/C=C/c1ccccc1)C(=O)NC1CCCCC1C (centres undefined)	-1	3	-1	7	-3	0.9	3	7	-4	-4
O=C(NNS(=O)(=O)c1ccc(F)cc1)c1ccc(O)cc1	6	-5	-4	5	4	-0.4	0	5	0	-1
C/C=C(\C)CN1CCC(n2nccc2NC(=O)CCOc2ccccc2)CC1	2	3	-8	-4	-3	-0.5	3	2	-5	-8
O=C(OCC(=O)N1CCCc2ccccc21)c1ccccc1NCCO	6	-5	-4	-7	1	3.0	8	-3	-10	-8
O=C(CN(Cc1ccco1)C(=O)Cn1nnc(-c2cccs2)n1)NCC1CCCO1 (centres undefined)	-3	-1	1	11	1	-0.2	-3	1	-1	2
CCCCCOc1ccc(C(=O)NCC(=O)NCC(=O)OCC)cc1	2	-3	5	1	-1	-1.6	-2	-6	-4	1
Cc1cc(NC(=O)CSc2nccn2-c2ccc(F)cc2)no1	-1	-2	-4	5	-1	-0.1	2	2	-1	4
C#CC[N+]1(CC#Cc2ccccc2)CCCC1	3	5	-1	1	1	3.6	1	-1	8	-7
COc1cccc(CNCC2CCCO2)c1 (centres undefined)	0	1	-11	0	-1	1.4	1	8	0	8
CC1CCN(C(=O)COC(=O)C(C)N2C(=O)c3ccccc3C2=O)CC1 (centres undefined)	-5	7	10	-9	-1	-0.8	-3	-15	1	-4
Cc1ccc(CNC(=O)CN2CCN(c3ccc(F)cc3)CC2)cc1	2	3	-2	-11	-1	1.3	3	-8	-9	1
C=CCN(CC=C)Cc1cc(=O)n2c(-c3ccccc3)csc2n1	-1	1	17	7	6	-0.4	-5	-3	-1	0
O=C(CNC(=O)c1ccccc1F)OCC(=O)N1CCCc2ccccc21	5	-4	-2	-4	1	-1.9	0	1	-2	2
COc1ccc(N2CCN(c3ccc(C(=O)O)cc3[N+](=O)[O-])CC2)cc1	-2	4	-1	2	6	-1.6	-6	4	25	1
CC(=O)NC(c1ccccc1)c1nc(-c2ccc(C)c(C)c2)cs1 (centres undefined)	1	3	-2	1	0	-1.0	3	x	-4	5
COC(=O)c1ccc(CN2CCCC(CO)(Cc3ccc(F)cc3F)C2)cc1 (centres undefined)	-1	1	-5	3	-3	0.3	0	-18	-8	7
Cc1ccc(-c2nc(COC(=O)c3c(C)noc3C)cs2)cc1	0	3	2	14	-2	-1.1	-2	-6	0	5
Cn1c(=O)[nH]c(=O)c2c1nc1n2CCCS1	6	-6	6	-6	3	0.1	2	5	6	-1
COc1cccc(/C=C/C(=O)OCC(=O)NCC2CCCO2)c1OC (centres undefined)	-2	-3	-3	1	1	-2.7	-2	4	-2	2
Oc1oc(-c2ccccc2)nc1/C=N/c1ccccn1	0	-5	-8	2	0	-0.6	-1	-3	4	3
Cc1cnn(C(=S)NCC2CCCO2)c1 (centres undefined)	-3	-1	1	-4	2	-1.5	-4	9	-1	-3
Cc1csc(SCC(=O)NC(C)C2CC3CCC2C3)n1 (centres undefined)	3	4	-2	11	-4	0.2	1	1	2	-5
Cc1ccc(F)cc1NC(=O)CN1C(=O)NC2(CCCc3ccccc32)C1=O (centres undefined)	0	-1	0	-4	1	-2.4	-1	6	0	4
Following part
SMILES	UHRF1 MBD2 ctr	DDE Tn7 FP inh	SIAE primary	TDP2 inh	LEDGF integ inh	PG9 binder	PRMT1 inh	HTRA1 inh	ABHD4 inh	TCR CD3 inh
CCOC(=O)c1c(C)[nH]c(C(=O)CN2CCN(CC)CC2)c1C	3	7	3	10	6	-2.3	-4	4	12	-3
O=C(NCCc1ccc(Cl)cc1)C1CCN(S(=O)(=O)c2cccc3nonc23)CC1	1	-2	-4	-8	-1	-0.1	-1	-9	-6	-7
Cc1cc(C(F)(F)F)nc(CCNCc2c(C(=O)N3CCCC3)nc3ccccn23)n1	4	-1	-4	3	2	0.7	0	x	-4	-3
CC(=O)Nc1cc(NC(C)=O)cc(C(=O)OCC(=O)c2ccc3c(c2)NC(=O)CO3)c1	-2	-7	-4	-1	2	0.3	5	-3	46*	-2
COc1ccc(C2(CNC(=O)c3cc([N+](=O)[O-])cc([N+](=O)[O-])c3)CCCC2)cc1OC	3	-2	3	-4	0	-2.6	-3	-4	7	0
CCN1CCN(C(=O)C(N)Cc2ccccc2)CC1 (centres undefined)	5	-2	-6	-3	5	-1.1	11	-6	-3	-7
Cc1ccc2nc(Nc3ccccc3)c(C=O)c(=O)n2c1	-2	0	-3	2	0	-1.1	-1	-2	-3	6
CN1OC[C@@H]2CN(Cc3cc(Cl)cc(Cl)c3)[C@H](c3cccc(Br)c3)C[C@@H]21	-1	1	-4	-5	-5	-3.2	0	-14	1	-6
O=C(c1ccccc1Cc1ccccc1)N1CCN(S(=O)(=O)c2ccccc2F)CC1	1	-3	-6	-8	-8	2.3	4	-19	-4	-10
O=[N+]([O-])c1ccc2c(c1)C(=Nc1ccccc1)c1ccccc1-2	0	1	9	-2	0	3.5	0	5	-5	-7
COc1ccccc1OCc1ccc(C(=O)NCCN(C)C)o1	-1	7	-5	-6	-2	-0.1	0	0	1	3
CCc1cccc(N(C(=O)c2csnn2)C(C(=O)NC2CCCC2)c2cccnc2)c1 (centres undefined)	-2	0	4	16	1	-1.2	0	2	0	4
CCOc1ccccc1N(C)C(=O)c1sc2ncn(CC(=O)N3CCCCC3C)c(=O)c2c1C (centres undefined)	13	-3	2	-13	1	-1.6	-4	5	0	2
Cc1nn(-c2ccccc2)c(Cl)c1C(=O)NCc1ccccc1F	3	-4	-1	4	-3	-2.7	3	4	4	-5
CCCCN1C(=O)C(=O)N(CC(=O)c2ccc3c(c2)CCCC3)C1=O	-1	6	-1	8	0	0.1	1	-8	3	-2
O=[N+]([O-])c1ccc(Sc2nccn2Cc2ccccc2)c([N+](=O)[O-])c1	2	3	2	-8	-2	-1.8	1	1	3	-2
Cc1cc(C)nc(Nc2ncc(O)n2-c2ccc(Br)cc2)n1	0	8	-6	-2	-10	-2.7	3	-1	-1	-1

Screening results (PubChem)
